# MITF act: increases MITF-driven TRPM1 promoter luciferase signal | activation, % at 12.5 µM | SK-MEL-5 TRPM1-promoter luciferase, 24 h; % of positive control, neutral wells = 0 | 0.75% of 300,000 active | AID 588334;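 active means mean activation of at least 80% with every replicate also reaching 80%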;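 further: 0% = neutral control wells and 100% = parthenolide positive control wells; values of inactives mirror those of a sister screen read the other way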
# SR-BI DiI-HDL act: enhances SR-BI lipid uptake from DiI-HDL; CHO ldlA[mSR-BI] cells, DiI-HDL uptake fluorescence, 3 h; 100 = double the neutral-control signal; AID 504775; 0.096% of 320,000 active; activation, % at 12.5 µM;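 active means mean replicate activation of at least 60% and every replicate at or above 60%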;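 further: 0% = median plate neutral-control signal and 100% = twice that signal; values of inactives mirror those of a sister screen read the other way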
#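 Test system: SR-BI-overexpressing, LDLR-lacking CHO cells; Medium: Ham's F12 with 0.5% BSA, HEPES 25 mM, pH 7.4; Schedule: 3 h, 37 °C; Technique: bottom-read fluorescence, 550/595 nm.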
# SR-BI DiI inh: blocks mouse SR-BI lipid uptake from DiI-HDL; Q61009; ldlA[mSR-BI] CHO cells, DiI-HDL uptake fluorescence, 3 h; inhibition, % at 12.5 µM; 0.96% of 320,000 active; AID 488896;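 active means mean replicate inhibition of at least 70% and a set share of replicates each scoring 70 or more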;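 further: 0% = median of neutral control wells and 100% = median of positive control wells; values of inactives mirror those of a sister screen read the other way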
# Target sequence (Q61009 whole entry, looked up): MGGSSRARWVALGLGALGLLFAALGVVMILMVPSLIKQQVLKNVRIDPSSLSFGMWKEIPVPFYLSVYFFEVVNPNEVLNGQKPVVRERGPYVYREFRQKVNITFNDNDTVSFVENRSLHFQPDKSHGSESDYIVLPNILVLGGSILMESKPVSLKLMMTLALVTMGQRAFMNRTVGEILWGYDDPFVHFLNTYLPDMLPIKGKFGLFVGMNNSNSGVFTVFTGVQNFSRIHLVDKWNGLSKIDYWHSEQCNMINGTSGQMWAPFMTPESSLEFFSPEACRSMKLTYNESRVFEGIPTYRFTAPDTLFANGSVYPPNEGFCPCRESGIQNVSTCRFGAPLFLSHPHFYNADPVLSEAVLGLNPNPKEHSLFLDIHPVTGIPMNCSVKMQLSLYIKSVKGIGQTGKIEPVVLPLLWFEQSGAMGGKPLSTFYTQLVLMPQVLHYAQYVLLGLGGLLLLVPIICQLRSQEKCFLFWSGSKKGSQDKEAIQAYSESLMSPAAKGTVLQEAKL
# AddAB inh: less growth of phage-infected E. coli with AddAB. 0.29% of 330,000 active. E. coli expressing H. pylori AddAB, absorbance growth. inhibition, % at 11.9 µM; in the data active means inhibition above about 12%;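 further: 0% = vehicle wells of infected cells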
# CAL PDZ FP-1: inhibitors of human CAL PDZ peptide binding | purified CAL PDZ, TMR-peptide fluorescence polarization, 1 h | Q9HD26 | 0.92% of 300,000 active | AID 602252 | inhibition, % at 24.9 µM;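 active means mean inhibition of at least 30% with at least half of replicates also reaching 30%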;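 further: 0% = DMSO neutral control and 100% = excess unlabeled competitor peptide PRC23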
# CAL PDZ FP-2: blocks peptide binding to human CAL PDZ domain; Q9HD26; purified CAL PDZ, TMR-peptide fluorescence polarization, 1 h; inhibition, % at 20 µM; 0.02% of 330,000 active; AID 504414;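 active means highest replicate inhibition of at least 40%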;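 further: plate controls were DMSO neutral control wells for no effect and unlabeled competitor peptide control wells for full effect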
#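 System: tagged CAL PDZ domain. Schedule: 1 h room-temperature incubation prior to read. Signal: fluorescence polarization (mP). Measure: percent inhibition from loss of millipolarization.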
# Wnt act: activators of Wnt/beta-catenin signaling | Wnt/beta-catenin reporter cell assay, activator, plate reader | activation, % at 9.35 µM | 1.2% of 300,000 active | AID 743398; in the data active means activation above about 30%, passing the limit was not always enough;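 further: 0% = neutral control wells and 100% = positive control wells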
# Ecoli viability: bacterial growth inhibition, counter-screen for AddAB inhibitors; E. coli V3065 growth, OD600 absorbance, 18 h; inhibition, % at 11.9 µM; 0.27% of 330,000 active; AID 449728;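 active means inhibition above the campaign's mean inhibition across all tested compounds plus 3 SD, cut at about 9.9% in these data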;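 further: uninfected addAB+ strain grown without phage in ampicillin broth; 0% = DMSO wells and 100% = ciprofloxacin 0.95 µg/ml wells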
# phage Ecoli inh: E. coli growth loss with phage present; inhibition, % at 11.9 µM; 0.26% of 360,000 active; AID 651602; growth absorbance; in the data active means inhibition above about 11%
# Tat export inh: blocks Tat-dependent protein export in E. coli; AID 488895; E. coli MC4100 TorA-mCherry Tat export, fluorescence; 0.036% of 340,000 active; inhibition, % at 10 µM;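 active means mean replicate inhibition at least 50% and at least half of replicates individually reaching 50%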;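 further: exported cargo escapes ClpAP degradation while cytoplasmic cargo is degraded and loses fluorescence; 0% = median of neutral control wells and 100% = median of NaSCN control wells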
# Numbers without * were called inactive; . = no result given.
SMILES,MITF act,SR-BI DiI-HDL act,SR-BI DiI inh,AddAB inh,CAL PDZ FP-1,CAL PDZ FP-2,Wnt act,Ecoli viability,phage Ecoli inh,Tat export inh
CCOc1ccc(OCc2ccc(C(=O)O)o2)cc1,-45,21,-21,-1.8,-5,-0.1,.,1.4,4.0,-2
NS(=O)(=O)c1ccc(CNC(=O)/C=C/c2cccc([N+](=O)[O-])c2)cc1,-1,22,-22,-0.7,-7,-0.3,0,-0.3,2.7,17
Cc1n[nH]c(C)c1-c1nc2ccccc2[nH]1,5,33,-33,0.6,-4,-2.7,.,1.0,3.1,0
Cc1ccc2nc(-c3ccc(NC(=S)NC4CC(C)(C)NC(C)(C)C4)cc3)sc2c1,49,-2,2,0.9,3,13,-9,-2.5,0.2,12
COc1ccccc1CCNC(=O)c1cc(-c2ccccn2)nc2ccccc12,1,-16,16,.,6,0.2,2,.,5.1,-22
O=Cc1c(N2CCN(c3ccccc3)CC2)nc2ccccn2c1=O,18,12,-12,1.4,-1,-1.4,-5,-2.5,5.7,4
CN(CC(O)COCc1ccccc1F)C1CCCCC1 (centres undefined),0,.,.,-1.6,0,-0.3,0,-1.1,0.5,15
CCN(CC(=O)Nc1ccc(OC)cc1)C(=O)COc1cccc2c1OC(C)(C)C2,1,-16,16,0.2,-5,-0.3,-1,1.8,2.5,-2
CCOC(=O)CCC(NC(=O)CCCCC(=O)NC(CCC(=O)OCC)C(=O)OCC)C(=O)OCC (centres undefined),-5,13,-13,3.3,0,-2.7,1,1.5,3.0,8
COc1ccc(CCNC(=O)c2cnc3n(c2=O)CCS3)cc1OC,4,1,-1,0.1,.,-1.5,.,-1.9,1.2,2
COc1ccc(C(=O)N2CCN=C2SCc2cccnc2)cc1OC,-4,6,-6,3.1,.,-0.5,-2,2.5,3.0,-17
COc1ccccc1OCc1nn[nH]n1,-16,4,-4,2.3,-8,3.5,0,-0.7,0.1,-1
O=c1c(O)c(-c2ccc(O)cc2)oc2cc(O)cc(O)c12,67,-23,23,1.5,-1,-0.5,-1,-0.8,2.6,23
CCN1CCCC1CNC(=O)c1cc2c(OC)cccc2[nH]1 (centres undefined),0,-32,32,0.2,-3,-1.1,1,-0.4,0.1,-6
CC(=O)c1cccc(NC(=O)c2cccc(N3C(=O)c4ccccc4C3=O)c2)c1,-1,.,34,-2.1,.,-3.4,-1,-1.9,3.1,-9
Cn1cc(/C=C2/SC(=O)N(CC(=O)Nc3ccc4c(c3)OCO4)C2=O)c2ccccc21,-1,-7,7,1.9,2,-1.9,-6,0.0,1.2,-5
O=C1NCCN1C(=O)c1ccccc1F,.,0,0,2.9,-2,-2.3,1,-1.0,3.1,-3
CN(C)C(=O)CCN1CCOCC1,7,10,-10,3.7,-2,-0.5,.,2.1,1.9,-4
O=C(Nc1ccccc1C(=O)NC(Cc1ccccc1)C(=O)NC1CCCCC1)c1ccccc1 (centres undefined),14,-11,11,-0.5,-3,-2.2,.,-2.3,5.1,1
CCOC(=O)C(NCc1ccco1)(NC(=O)c1ccccc1)C(F)(F)F (centres undefined),1,17,-17,1.9,43*,-1.1,-2,-0.6,4.8,-1

# Record cards, as listed above. Values in the order: MITF act | SR-BI DiI-HDL act | SR-BI DiI inh | AddAB inh | CAL PDZ FP-1 | CAL PDZ FP-2 | Wnt act | Ecoli viability | phage Ecoli inh | Tat export inh
# CCOc1ccc(OCc2ccc(C(=O)O)o2)cc1 is entered as -45 | 21 | -21 | -1.8 | -5 | -0.1 | . | 1.4 | 4.0 | -2
# O=C1NCCN1C(=O)c1ccccc1F is entered as . | 0 | 0 | 2.9 | -2 | -2.3 | 1 | -1.0 | 3.1 | -3

# Next section.
SMILES,MITF act,SR-BI DiI-HDL act,SR-BI DiI inh,AddAB inh,CAL PDZ FP-1,CAL PDZ FP-2,Wnt act,Ecoli viability,phage Ecoli inh,Tat export inh
COCCn1c(N)c(N(Cc2ccccc2)C(=O)C2=COCCO2)c(=O)[nH]c1=O,15,-17,17,0.2,18,-2.5,-4,0.0,3.1,3
CCOc1ccc2nc(SCC(=O)N(CC(C)C)c3c(N)n(CC(C)C)c(=O)[nH]c3=O)[nH]c2c1,.,-17,17,.,1,-0.2,2,.,2.9,3
CC(C)CNC(=O)COC(=O)c1ccccc1OCC(=O)Nc1ccc(Br)cc1,-8,4,-4,2.0,2,-1.5,-3,0.6,1.6,-3
O=C(c1ccc(F)cc1)n1ccc(-c2cnc(-c3ccccc3)s2)n1,67,15,-15,2.7,-5,-0.4,.,-2.0,3.2,0
O=C(CN(C(=O)c1csnn1)c1ccccc1Cl)NC1CCCC1,1,11,-11,0.7,.,-1.0,7,-1.6,0.0,0
COc1cc2c(cc1NC(=S)Nc1cccc(C)c1)oc1ccccc12,23,-50,50,0.2,-5,.,.,1.0,1.2,-3
CCn1nc(NC(=O)c2ccncc2)c2cc3cccc(C)c3nc21,-13,-15,15,2.6,-4,-2.6,-2,4.0,1.7,-5
COc1ccc(CCNC(=O)c2cccs2)cc1OC,-3,26,-26,1.9,-3,-0.8,0,1.9,0.3,-1
c1ccc(-c2ccc3ccccc3n2)cc1,.,15,-15,1.9,3,-0.1,47*,1.5,1.5,6
CCC(C)(C(=O)NC1CCCCC1)N(Cc1cccs1)C(=O)c1ccc(=O)[nH]c1 (centres undefined),0,19,-19,5.1,0,1.0,-6,2.6,12*,-4
COc1ccc(CCNC(=O)COc2nncc3ccccc23)cc1,2,15,-15,1.6,-3,-2.0,-1,1.4,3.6,-3
COC(=O)CSc1nc(-c2ccccc2)nc2ccc(F)cc12,.,3,-3,1.1,-4,-1.1,.,0.2,2.8,6
Cn1c(=O)cc(SCC(=O)NCc2ccc(F)cc2)c2ccccc21,-9,11,-11,3.0,-4,-0.9,15,-2.5,3.7,-4
CCOC(=O)C1CCN(C(=O)c2ccc(Cl)c(S(=O)(=O)N3CCCC3)c2)CC1,6,14,-14,1.6,-2,-2.0,5,0.7,1.6,0
O=C(NCCO)C(=O)NCC(c1ccc2c(c1)OCO2)N1CCN(c2ccc(F)cc2)CC1 (centres undefined),12,1,-1,1.2,-1,-1.3,5,-1.6,2.0,1
CCn1c(C(O)c2ccccc2)nc2ccccc21 (centres undefined),-2,-8,8,0.2,-1,-2.7,.,0.7,1.5,5
CC(=O)N1CCc2cc(S(=O)(=O)CCC(=O)NCc3ccc(C)o3)ccc21,9,12,-12,1.4,0,-0.1,0,0.8,-0.2,-2
CC/C=C\[C@H](O)[C@H](O)C1=C(C)C(=O)[C@]2(O1)C(=O)N[C@@](OC)(C(=O)c1ccccc1)C2O (some centres undefined),1,17,-17,2.9,-2,0.2,-1,0.3,2.8,-7
COc1cc(NC(=O)CSc2nnnn2C2CCCC2)cc(OC)c1,-3,29,-29,1.7,-5,9.9,-3,-1.6,-6.0,-1
CCN(CC)c1nc(N2CCN(CCO)CC2)nc2ccccc12,.,-9,9,1.5,-4,-0.1,-1,1.8,5.4,5

# Next section, overlapping the part above by 7 compounds.
SMILES,MITF act,SR-BI DiI-HDL act,SR-BI DiI inh,AddAB inh,CAL PDZ FP-1,CAL PDZ FP-2,Wnt act,Ecoli viability,phage Ecoli inh,Tat export inh
CCOC(=O)C1CCN(C(=O)c2ccc(Cl)c(S(=O)(=O)N3CCCC3)c2)CC1,6,14,-14,1.6,-2,-2.0,5,0.7,1.6,0
O=C(NCCO)C(=O)NCC(c1ccc2c(c1)OCO2)N1CCN(c2ccc(F)cc2)CC1 (centres undefined),12,1,-1,1.2,-1,-1.3,5,-1.6,2.0,1
CCn1c(C(O)c2ccccc2)nc2ccccc21 (centres undefined),-2,-8,8,0.2,-1,-2.7,.,0.7,1.5,5
CC(=O)N1CCc2cc(S(=O)(=O)CCC(=O)NCc3ccc(C)o3)ccc21,9,12,-12,1.4,0,-0.1,0,0.8,-0.2,-2
CC/C=C\[C@H](O)[C@H](O)C1=C(C)C(=O)[C@]2(O1)C(=O)N[C@@](OC)(C(=O)c1ccccc1)C2O (some centres undefined),1,17,-17,2.9,-2,0.2,-1,0.3,2.8,-7
COc1cc(NC(=O)CSc2nnnn2C2CCCC2)cc(OC)c1,-3,29,-29,1.7,-5,9.9,-3,-1.6,-6.0,-1
CCN(CC)c1nc(N2CCN(CCO)CC2)nc2ccccc12,.,-9,9,1.5,-4,-0.1,-1,1.8,5.4,5
COc1ccc(S(=O)(=O)N2CCCCCC2)cc1NC(=O)CN1C(=O)NC(C)(c2ccccc2)C1=O (centres undefined),-6,38,-38,-1.9,-2,-0.3,-1,-2.7,1.3,7
CCn1c(SCc2nc3ccccc3c(=O)[nH]2)nnc1-c1ccncc1,.,22,-22,2.1,-1,0.6,-2,-1.4,1.2,0
CCCn1c(=O)c2ccccc2n2c(SC(C)C(N)=O)nnc12 (centres undefined),0,.,.,2.5,-3,-3.4,-2,-0.4,0.5,-17
O=S(=O)(NC1=NCCC1)c1cccc(NC(=S)NCCc2ccccc2)c1,-8,11,-11,-1.9,-1,-1.3,6,-1.0,0.4,4
CCOCCCNC(=O)CN1C(=O)COc2ccc(S(=O)(=O)N3CCOCC3)cc21,-4,8,-8,3.6,.,0.3,-1,1.0,0.0,-5
O=C(CCC(=O)N1CCN(c2ccc(F)cc2)CC1)c1ccc(Cl)cc1,-6,17,-17,-0.2,-2,-2.4,-4,-0.1,3.3,-5
C=CCNc1nc(Nc2ccc([N+](=O)[O-])cc2)nc(OCC)n1,3,-5,5,0.5,-1,-1.9,-1,0.8,3.0,-8
Cn1ccnc1SCC(=O)Nc1cc(F)ccc1F,2,5,-5,0.8,1,-0.2,1,-1.9,1.3,-1
CN(C(=O)CN1C(=O)/C(=C/c2ccccc2Cl)SC1=S)C1CCS(=O)(=O)C1 (centres undefined),-11,7,-7,3.2,-4,-1.5,-1,0.4,-2.5,1
CC1(C)CC(=O)c2cnc3c(C#N)cnn3c2C1,-1,18,-18,2.0,-1,-0.2,-1,-3.9,3.8,1
O=c1cc2c(c(-c3ccccc3)n1Cc1ccccc1)[C@H](CCO)NC2,16,27,-27,.,-2,1.8,-6,.,2.1,-15
O=C1OCCN1C(=O)[C@H]1[C@H](c2ccc([N+](=O)[O-])cc2)C(c2ccc(F)cc2)=NN1c1ccccc1,0,-12,12,1.1,-2,-1.7,-1,1.4,3.1,7
CCc1cc2c(-c3ccccc3)cc(=O)oc2cc1OC(C)C(=O)NCC1CCC(C(=O)O)CC1 (centres undefined),.,-14,14,4.5,-3,-1.1,1,0.0,2.5,13
COc1cccc(NC(=O)c2cc(C(=O)Nc3cccc(OC)c3)n(C)n2)c1,0,-78,78*,5.8,-5,-2.4,.,1.3,2.6,-2
COc1cc2c(C#N)c(N3CCN(c4ccccc4OC)CC3)nc(N)c2c(N)n1,-33,-58,58,0.0,-1,0.3,.,0.1,1.4,4
